APEX1 inh – inhibitors of human APE1 endonuclease; P27695; recombinant APE1, TAMRA/BHQ-2 abasic DNA cleavage fluorescence; Potency, µM (doses to about 65.8 µM), for inactives: top-dose activity change, negative = inhibition, hits mostly inhibitors; 0.35% of 350,000 active; AID 2517;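 further: plate controls were vehicle for no effect and reference inhibitor for full effect; nearly all actives have a fitted effect of over 55% in size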
Target sequence (P27695 whole entry, looked up): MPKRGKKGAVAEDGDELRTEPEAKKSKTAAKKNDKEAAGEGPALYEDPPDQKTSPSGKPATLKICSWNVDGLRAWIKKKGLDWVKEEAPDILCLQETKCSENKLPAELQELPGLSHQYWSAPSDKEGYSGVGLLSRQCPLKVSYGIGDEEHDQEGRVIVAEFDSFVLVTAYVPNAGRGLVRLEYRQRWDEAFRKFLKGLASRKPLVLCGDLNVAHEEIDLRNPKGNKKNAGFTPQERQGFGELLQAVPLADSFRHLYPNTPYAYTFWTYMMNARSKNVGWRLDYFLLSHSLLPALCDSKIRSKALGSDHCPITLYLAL
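Compound pre-exposure to 0.75 nM APE1, 15 min at ambient temperature. Reaction initiated with 50 nM TAMRA/BHQ-2 THF substrate, read immediately in kinetic mode, 525 nm excitation, 598 nm emission.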
G9a inh – blocks human histone lysine methyltransferase G9a; AID 504332; Potency, µM (titrated, usually from 102 µM), inactives show top-dose activity, negative = inhibition, most hits filed as inhibitors; G9a H3K9 monomethylation, AlphaScreen, 2 h; 8.8% of 350,000 active; Q96KQ7; further: on the % scale 0 is the no-effect control and ±100 the full control effect; nearly all actives have a fitted effect of over 75% in size
Target sequence (Q96KQ7 913-1193 limits assumed): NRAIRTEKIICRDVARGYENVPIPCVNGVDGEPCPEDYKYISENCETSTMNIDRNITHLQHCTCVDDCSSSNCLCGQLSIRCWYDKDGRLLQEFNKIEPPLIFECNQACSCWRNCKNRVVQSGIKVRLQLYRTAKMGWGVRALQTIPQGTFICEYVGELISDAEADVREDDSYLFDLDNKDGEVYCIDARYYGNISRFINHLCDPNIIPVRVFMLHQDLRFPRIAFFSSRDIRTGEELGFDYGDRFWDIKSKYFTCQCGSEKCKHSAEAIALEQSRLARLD
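Compounds were preincubated with 20 nM G9a for 15 min, after which biotinylated H3K9 peptide (500 nM) and SAM (20 uM) started a 2 h room-temperature reaction. Monomethylated product was quantified by antibody-based AlphaScreen chemiluminescence.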
Pol eta inh – DNA polymerase eta (human) inhibition; 1.2% of 390,000 active; Q9Y253; recombinant Pol eta, fluorescent DNA replication assay; Potency, µM (titrated, usually from 114 µM), without a hit: at the top dose activity change, negative = inhibition, hits mostly inhibitors; further: on the % scale 0 is the no-effect control and ±100 the full control effect
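Pol eta (10 nM) was preincubated with compounds for 15 min at room temperature, after which fluorescent replication substrate (50 nM final) was added to start the reaction. Fluorescence was read kinetically at 0 and 10 min.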
Pol iota inh – blocks human DNA polymerase iota activity | Q9UNA4 | Pol iota fluorescent replication assay, 10 min | Potency, µM (top dose mostly 115 µM), for the others: top-dose activity, negative = inhibition, hits mostly inhibitors | 1% of 390,000 active | AID 588590
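Pol iota at 10 nM preincubated 15 min with compounds at room temperature; reaction started with fluorescent substrate, 50 nM final. Fluorescence read kinetically at 0 and 10 min; buffer-only wells as negative control.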
POLB inh – DNA polymerase beta (human) inhibition | P06746 | Pol beta primer extension/strand displacement, fluorescence kinetic | Potency, µM (top dose mostly 114 µM), without a hit: at the top dose activity change, negative = inhibition, usual class: inhibitors | 1.3% of 340,000 active; further: on the % scale 0 is the no-effect control and ±100 the full control effect
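Preincubation: enzyme (10 nM) with compound, 15 min, RT. Reaction: substrate added to 50 nM final. Reads: 0 and 10 min. Analysis: normalized, Hill fit.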
BLM helicase inh – blocks DNA unwinding by human BLM helicase | recombinant BLM DNA unwinding, fluorescence dequenching | 0.2% of 350,000 active | Potency, µM (titrated, usually from 56.1 µM), for the others: top-dose activity change, negative = inhibition, most hits filed as inhibitors;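 further: plate controls were vehicle for no effect and no enzyme for full effect; nearly all actives have a fitted effect of over 35% in size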
Anesthetic bind – candidate novel general anesthetic via apoferritin binding; P02791; apoferritin/1-aminoanthracene competitive binding, fluorescence; Potency, µM (titrated, usually from 77.5 µM), for the others: top-dose activity change, negative = displacement, usual class: inhibitors; 0.074% of 350,000 active; AID 485281; further: on the % scale 0 is the no-effect control and ±100 the full control effect; nearly all actives have a fitted effect of over 20% in size
Target sequence (P02791 2-175 limits assumed): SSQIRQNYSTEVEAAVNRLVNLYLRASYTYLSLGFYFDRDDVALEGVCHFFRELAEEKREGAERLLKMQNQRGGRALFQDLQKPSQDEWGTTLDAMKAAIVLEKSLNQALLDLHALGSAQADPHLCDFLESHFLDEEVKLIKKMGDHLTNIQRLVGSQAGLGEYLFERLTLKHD
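10 uM apoferritin + 50% sat. 1-AMA, PBS; cpd 10 min RT; Ex380/Em535 endpoint; normalized to free probe vs complex; 4-param Hill fit; propofol titration as pos. ctrl.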
POLK inh – inhibitors of human DNA polymerase kappa | 0.53% of 400,000 active | Potency, µM (highest dose often 107 µM), without a hit: at the highest dose activity, negative = inhibition, hits mostly inhibitors | Q9UBT6 | purified Pol kappa, fluorescent DNA synthesis assay, 10 min; further: on the % scale 0 is the no-effect control and ±100 the full control effect
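10 nM Pol kappa preincubated 15 min at room temperature with compounds, then reaction started with substrate at 50 nM final. Fluorescence read kinetically at 0 and 10 min; buffer-only wells served as negative control.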
BAZ2B inh – inhibitors of human BAZ2B bromodomain | Q9UIF8 | AlphaScreen BAZ2B-H3K14Ac peptide displacement | Potency, µM (top dose mostly 114 µM), for the others: top-dose activity change, negative = inhibition, most hits filed as inhibitors | 4.4% of 360,000 active | AID 504333; further: on the % scale 0 is the no-effect control and ±100 the full control effect; nearly all actives have a fitted effect of over 60% in size
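Compounds, titrated to a top concentration of 110 uM, were incubated 30 min at room temperature with preformed BAZ2B/acetyl-K14 H3 peptide complex (50 nM each). Proximity signal was measured by AlphaScreen after 20 min with beads.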
Numbers without * were called inactive; ? = inconclusive; . = no result given; & = joins results of further samples; [ ] = another dose, or the depositor's remark. The call rests on the fitted dose curve; in most records, active means well fitted curve in the direction sought with a large enough effect; inconclusive means small, poorly fitted or top-dose-only effect, or another doubt; inactive means no such curve, though single readings can be large; an effect the other way counts as inactive or inconclusive. Potency means the concentration at half of the fitted maximal effect. A portion of the library; count on the stated rates, not on these rows.

SMILES	APEX1 inh	G9a inh	Pol eta inh	Pol iota inh	POLB inh	BLM helicase inh	Anesthetic bind	POLK inh	BAZ2B inh
Cc1ccc(NC(=O)/C(C#N)=C/c2cc(C)n(-c3ccc(Br)cc3)c2C)cc1C	.	1%[59 µM]	-19%	-13%	-10%	3%	-5%	-16%	5%
COc1ccc(N2CCN(c3nc(-c4ccccc4F)nc4ccccc34)CC2)cc1	.	?	-28%	9%	-11%	-7%	3%	-9%[60.1 µM]	?
Cc1c(Cl)cccc1N=c1c([N+](=O)[O-])nn(-c2ccccc2)n1O	?	-30%[59 µM]	-14%	3%	-12%	-3%	-7%	-2%	1%
CCOC(=O)c1cc(=O)n(-c2ccc(Cl)cc2C)[nH]1	1%	13µM*	-9%	-6%	2%	-1%	11%	-13%	-29%
CC(=O)Oc1ccc(-n2c(=O)c3ccccc3c3ccccc3c2=O)cc1	1%	-34%	-10%	-21%	-27%	-2%	-4%	-12%	-23%
O=C(c1cccnc1)N1CCN(C(=O)c2ccccc2F)CC1	-5%	3%[12.7 µM]	-1%	13%	33%[activator]	1%	-9%	-25%	9%
Cc1ccc(Sc2ccc(NC(=O)CCl)cc2)cc1C	-8%	-4%[59 µM]	-20%	-20%	5%	-18%	?	-4%[60.1 µM]	21%
CC1CCCCN1C(=O)CN1C(=O)NC2(CCCCC2C)C1=O (configuration not stated)	13%	13%[2.33 µM]	-20%	8%	.	.	.	-1%	13%
CC(/C=N/NC(=O)c1cccc(F)c1)=C\c1ccccc1	5%	.	-8%	1%	18µM*	-2%	-15%	-18%	-14%
CCCOC(=O)Oc1ccc2c(=O)c(Oc3cc(C)cc(C)c3)coc2c1	3%	69%[activator]	-12%	-4%	0%	-6%	-18%	-7%	16%
CCOC(=O)CN(C(=O)CSc1nnc(-c2ccc(OC)c(OC)c2)o1)c1ccccc1	2%	13%	-16%	15%	10%	-3%	-10%	-7%	-5%
CC(C)c1nnc(NC(=O)C2CCN(C(=O)c3ccco3)CC2)s1	0%	32µM*	-7%	8%	1%	-3%	-8%	-2%	2%
Cc1cccc(NC(=O)CSc2nnc(Cn3nnc(-c4ccccc4)n3)n2-c2ccccc2)c1	-10%	?	-15%	4%	33%[activator]	-2%	-9%	-3%	-4%
Cc1ccc(Cn2c(C(=O)NCc3ccccc3Cl)cc3sccc32)cc1	.	?	-3%	14%	3%	-4%	6%	-22%	-17%
COc1ccc(-n2c(Cc3cccn3C)nnc2SCC(=O)N2CCCc3ccccc32)cc1	10%	45µM*	0%	-22%[58.9 µM]	13%	-6%	-14%	-6%	?
CCN1CCN(Cc2c(O)ccc3oc(C)c(C(=O)Nc4ccc(OC)c(Cl)c4)c23)CC1	.	-22%[59 µM]	-18%	-8%	-4%	3%	-10%	-1%	-20%
O=C(O)c1ccccc1SCC(=O)N1CCCCC1	13%	-33%	4%	6%	26%	3%	-9%	-8%	5%
O=C(O)c1ccc(S(=O)(=O)N[C@@H](Cc2ccc(O)cc2)C(=O)O)cc1	-10%	-33%[12.7 µM]	.	.	.	-2%	-2%	.	?
CCOC(=O)c1cc2c(C(F)(F)F)cc(-c3cccnc3)nc2o1	5%	-7%	-2%	6%	13%	-8%	-11%	0%	4%
COc1cccc(OCCSc2nc(C)c(Cc3ccccc3)c(=O)[nH]2)c1	16%	19%	-2%	49%&39%[activator]	29%&20%	-2%&0%	-3%&2%	0%&18%	6%&-9%

Single records (already shown):
O=C(O)c1ccc(S(=O)(=O)N[C@@H](Cc2ccc(O)cc2)C(=O)O)cc1 across the screens: APEX1 inh = -10%; G9a inh = -33%[12.7 µM]; Pol eta inh = .; Pol iota inh = .; POLB inh = .; BLM helicase inh = -2%; Anesthetic bind = -2%; POLK inh = .; BAZ2B inh = ?
CCCOC(=O)Oc1ccc2c(=O)c(Oc3cc(C)cc(C)c3)coc2c1 across the screens: APEX1 inh = 3%; G9a inh = 69%[activator]; Pol eta inh = -12%; Pol iota inh = -4%; POLB inh = 0%; BLM helicase inh = -6%; Anesthetic bind = -18%; POLK inh = -7%; BAZ2B inh = 16%
CCN1CCN(Cc2c(O)ccc3oc(C)c(C(=O)Nc4ccc(OC)c(Cl)c4)c23)CC1 across the screens: APEX1 inh = .; G9a inh = -22%[59 µM]; Pol eta inh = -18%; Pol iota inh = -8%; POLB inh = -4%; BLM helicase inh = 3%; Anesthetic bind = -10%; POLK inh = -1%; BAZ2B inh = -20%

Next records follow:
SMILES	APEX1 inh	G9a inh	Pol eta inh	Pol iota inh	POLB inh	BLM helicase inh	Anesthetic bind	POLK inh	BAZ2B inh
CC(C)CN(C(=O)C1CCCO1)C1CCS(=O)(=O)C1 (configuration not stated)	-12%	7%[0.501 µM]	3%	-8%	.	.	.	10%	-4%
Cc1ccc(Nc2nnc(-c3ccncc3)s2)c(Br)c1	-1%	?	-13%	19%	-16%[57.1 µM]	2%	-9%	-2%	9%
Cc1cc(C(=O)NCc2ccccc2Cl)n(-c2ccccc2)n1	-5%	10%	7%	16%	0%	-3%	-12%	6%	1%
O=C(CN1c2ccccc2S(=O)(=O)c2ccccc21)Nc1ccccc1F	15%	15%	-2%	12%	5%	-6%	-2%	-12%	-18%
Cn1c(SCC(=O)NC(=O)Nc2ccccc2)nnc1-c1ccncc1	?	15%	-16%	4%	-1%	2%	1%	4%	-12%
O=C(Cc1ccccc1)Nc1ccc(NC(=O)c2ccc(Br)cc2)cc1	1%	-6%	-18%	99%[activator]	-20%	-10%	-4%	5%	-19%
CCOC(=O)c1[nH]c(C)c(C(=O)N2CCN(C(=O)c3ccco3)CC2)c1C	-3%	?	-6%	-11%[58.9 µM]	?	3%	-5%	-13%	-5%
Cc1nn(-c2cccc3cccnc23)c(=O)c2ccccc12	0%	10%[12.7 µM]	-6%	9%	37%	2%	-10%	-16%	-7%
COc1cc(/C=N/NC(=O)c2cccc(NC(=O)c3ccccc3)c2)ccc1O	-16%	17%	-13%	43%[activator]	?	-6%	0%	-14%	-14%
Clc1ccccc1-c1ccc2ncnc(NCc3cccs3)c2c1	-6%&12%	-3%[12.7 µM]	-9%	-5%	.	.	.	-13%	-11%
Cc1cccc(-n2c(Cc3ccccc3)nnc2SCC(=O)N2CCOCC2)c1	6%	1%[59 µM]	1%	2%	3%	5%	-13%	-13%	1%
O=C(N/N=C/c1cccs1)c1n[nH]c2c1CCCC2	2%	.	-11%	11%[58.9 µM]	-20%	-1%	9%	-6%	-3%
COc1ccc(C2=CC(c3cccc(OC)c3)n3nnnc3N2)cc1 (configuration not stated)	5%	?	-16%	73%[activator]	11%	-6%	174%[activator]	-5%	?
COc1ccc(NC(=O)CCCNC(=O)Cn2cnc3sc(C)c(C)c3c2=O)cc1Cl	1%	-4%	-16%	10%	21%	-4%	2%	5%	-15%
Cc1ccc(NC(=O)C2CC(=O)N/C(=N/N=C/c3ccco3)S2)cc1 (configuration not stated)	1%	59%[activator][59 µM]	-7%	1%	-1%	1%	-1%	-3%	-6%
Cn1c(SCC(=O)C(C)(C)C)nnc1-c1ccccn1	-2%	-36%[59 µM]	-10%	39%[activator]	1%	-1%	-17%	-4%	?
CCC[C@H](CN[C@@H](CNC)[C@H](C)CC)NCCc1cc(C(F)(F)F)cc(C(F)(F)F)c1	18%	-5%	-17%	?	7%	-1%	-18%	9%	-9%
COc1ccccc1C(=O)Nc1ccnn1C1CCN(Cc2ccccc2OCCO)CC1	-7%	39%	-13%	24%	15%	-2%	-10%	-19%	-4%
CCOc1ccc(-c2nc(SCC(=O)NCCOC)c(-c3ccc(OC)c(OC)c3)[nH]2)cc1	.	-23%[59 µM]	10%	-5%	-4%	-1%	6%	-2%	?
CN(C)/C=C/C1=C([N+](=O)[O-])C(c2cccc([N+](=O)[O-])c2)NC(=O)N1 (configuration not stated)	?	12%[12.7 µM]	?	?	-13%	-8%	-3%	-40%	-26%

Some values from the list.
POLB inh with COc1ccc(C2=CC(c3cccc(OC)c3)n3nnnc3N2)cc1 (configuration not stated) is entered as 11%
G9a inh with CC(C)CN(C(=O)C1CCCO1)C1CCS(=O)(=O)C1 (configuration not stated) is entered as 7%[0.501 µM]

The list goes on.
SMILES	APEX1 inh	G9a inh	Pol eta inh	Pol iota inh	POLB inh	BLM helicase inh	Anesthetic bind	POLK inh	BAZ2B inh
COc1ccc2o/c(=N\O)c(C(=O)Nc3ccccc3OC)cc2c1	4%	1.6µM*	?	-4%	-30%	-8%	-3%	-5%	-24%
CCc1cccc(CC)c1N(COC)C(=O)Cn1c(C)nc2ccccc21	.	?	-12%	?	23%	-4%	-8%	-25%	-7%
O=C(Nc1cccc(F)c1)N1CCC2(CCNCC2)CC1	0%	-4%[12.7 µM]	.	.	.	2%	.	-6%[60.1 µM]	.
CC(C)(C)c1ccc(C(=O)N2CCCCC2CCN2CCCCC2)cc1 (configuration not stated)	.	6%[59 µM]	0%	18%	82%	3%	-8%	-2%	-13%
CCOc1ccc(OCC)c(NC(=O)C(NS(=O)(=O)c2ccc(Br)s2)c2ccccc2)c1 (configuration not stated)	.	-7%[59 µM]	-6%	11%	-4%	-3%	0%	0%	-22%
O=C(Nc1ccc(S(=O)(=O)Nc2nccs2)cc1)C1CC(=O)N(c2ccc(Cl)cc2)C1 (configuration not stated)	27%	-27%	-3%	46%[activator]	1%	-3%	-4%	1%	-32%
Cc1cc(O)c(-c2ccno2)cc1Cl	-1%	-6%[59 µM]	-10%	16%	-19%	-1%	-1%	-7%	6%
O=C(O)C(c1ccccc1)N1C(=O)/C(=C\c2ccc(-c3ccc(Br)cc3)o2)SC1=S (configuration not stated)	?	40µM*	?	11µM*	?	32µM*	-12%	?	20µM*
O=C(COC(=O)c1cc([N+](=O)[O-])ccc1N1CCOCC1)c1ccccc1Cl	-7%	24%[12.7 µM]	-10%	8%	-2%	-8%	?	-12%	?
COCCN1C=C(C(=O)OC)C(c2ccccc2Cl)C(C(=O)OC)=C1	-5%	8%	-2%	94%[activator]	-6%	-7%	529%[activator]	-4%	19%
COc1ccc(CCNC(=O)C(=O)NCC(c2ccco2)S(=O)(=O)c2ccccc2)cc1 (configuration not stated)	.	1%[59 µM]	0%	-10%	-6%	-2%	41%[activator]	-11%[60.1 µM]	-2%
CN(C)CCCNC(=O)c1cc(C(=O)c2ccccc2F)c[nH]1	4%	9%	-4%	-12%	34%	1%	-4%	6%	6%
O=C(COc1ccccc1)Nc1ccc(Cl)cn1	19%	3%[0.501 µM]	2%	96%[activator]	25%	-6%	-5%	-13%	-3%

Compound activity: PubChem BioAssay, National Center for Advancing Translational Sciences (NCATS)
